Assay outcomes (PubChem BioAssay)
CAL PDZ FP-1 = inhibitors of human CAL PDZ peptide binding; Q9HD26; inhibition, % at 24.9 µM; AID 602252; 300,000 tested, 0.92% active; purified CAL PDZ, TMR-peptide fluorescence polarization, 1 h;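 active = mean inhibition of at least 30% with at least half of replicates also reaching 30%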;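 also: 0% = DMSO neutral control and 100% = excess unlabeled competitor peptide PRC23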
NSD2 inh = inhibitors of human histone methyltransferase NSD2 | O96028 | NSD2 peptide methylation, AlphaScreen, 120 min | inhibition, % at 12.5 µM | 310,000 tested, 0.54% active; in the data active = inhibition above about 50%
RTF Ca sens inh = cardiac RTF calcium desensitization; 340,000 tested, 0.12% active; IANBD-labeled cardiac RTF, Ca2+ fluorescence; inhibition, % at 7.15 µM; P19429+P45379;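 active = inhibition above the mean inhibition of all tested compounds plus 3 SD, cut at about 17% in these data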;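 also: assay run at fixed EC70 calcium of 1.6 mM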
Pemphigus Ab inh = blocks pemphigus antibody binding to human desmoglein-3; binding (percent of control), % at 10 µM; DSG3-coupled beads, scFv-anti-DSG3-GFP binding, flow cytometry; stronger effect = lower value; 310,000 tested, 0.48% active; AID 588358;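 active = binding more than 3 SD below its plate's average and above zero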;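 also: hits lower antibody fragment binding to DSG3; some compounds called inactive have numbers as strong as hits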
DAGLB inh = diacylglycerol lipase beta (human) inhibition. inhibition, % at 5.17 µM. 340,000 tested, 0.059% active. HEK293T DAGLB membrane lysate, EnzChek fluorogenic substrate. AID 504411. Q8NCG7; in the data active = inhibition above about 34%;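 also: 0% = enzyme with vehicle and 100% = wells lacking enzyme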
Target sequence (Q8NCG7 whole entry, looked up): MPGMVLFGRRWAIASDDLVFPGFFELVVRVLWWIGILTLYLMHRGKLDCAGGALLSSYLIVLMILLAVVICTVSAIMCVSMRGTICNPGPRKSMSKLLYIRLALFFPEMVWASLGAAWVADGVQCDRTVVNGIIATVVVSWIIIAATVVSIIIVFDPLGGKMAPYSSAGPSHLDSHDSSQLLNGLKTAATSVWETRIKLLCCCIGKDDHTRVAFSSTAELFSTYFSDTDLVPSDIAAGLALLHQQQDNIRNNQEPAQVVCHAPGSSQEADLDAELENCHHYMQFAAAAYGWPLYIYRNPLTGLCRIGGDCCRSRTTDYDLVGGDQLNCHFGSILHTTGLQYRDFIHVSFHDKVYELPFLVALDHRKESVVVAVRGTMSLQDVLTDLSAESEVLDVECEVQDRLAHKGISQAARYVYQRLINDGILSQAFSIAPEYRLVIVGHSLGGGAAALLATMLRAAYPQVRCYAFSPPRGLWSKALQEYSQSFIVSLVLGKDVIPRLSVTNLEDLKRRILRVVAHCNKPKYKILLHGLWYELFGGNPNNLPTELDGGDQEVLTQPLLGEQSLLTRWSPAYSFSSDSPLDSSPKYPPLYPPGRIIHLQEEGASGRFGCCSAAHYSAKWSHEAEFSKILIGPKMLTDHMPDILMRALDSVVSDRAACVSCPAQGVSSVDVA
CAL PDZ FP-2 = inhibitors of human CAL PDZ peptide binding | Q9HD26 | purified CAL PDZ, TMR-peptide fluorescence polarization, 1 h | inhibition, % at 20 µM | 330,000 tested, 0.02% active | AID 504414;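 active = highest replicate inhibition of at least 40%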;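 also: plate controls were DMSO neutral control wells for no effect and unlabeled competitor peptide control wells for full effect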
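Test system: tagged CAL PDZ domain / Buffer or medium: sodium phosphate/NaCl buffer pH 7.4 with TCEP, IgG, Thesit / Reagent: TMR-labelled reporter peptide T*-PRC34 bound in PDZ groove / Compound dosing: single point, 20 µM / Schedule: 1 h incubation at room temperature before polarization reading / Technique: fluorescence polarization (mP) / Benchmarks: unlabelled peptide, DMSO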
V-ATPase pH = yeast V-ATPase proton transport regulation by pHLuorin | 350,000 tested, 0.37% active | AID 504577 | S. cerevisiae, pHLuorin cytosolic pH fluorescence | response, % at 10 µM; in the data active = response mostly above about 7.3%, no sharp cut-off; inactive = mostly below about 5.4%; also: actives read high; inactives centre near 0; some compounds called inactive have numbers as strong as hits
Keap1-Nrf2 PPI = Keap1-Nrf2 (human) interaction inhibition | inhibition, % at 9.4 µM | Keap1 Kelch-Nrf2 peptide fluorescence polarization, 1536-well | Q14145 | 340,000 tested, 0.15% active; in the data active = inhibition above about 12%;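 also: human Keap1 Kelch domain with fluorescein labeled Nrf2 9mer peptide probe; 0% = neutral control wells and 100% = peptide positive control; higher means more block of Keap1 binding to Nrf2 peptide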
Arr AP2 block = inhibitors of human beta-arrestin and AP2 interaction; 340,000 tested, 0.31% active; FITC-arrestin peptide / GST-AP2 beads, flow cytometry; AP2 beta2 appendage carries R879A mutation; inhibition, % at 10 µM;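 active = inhibition above a set limit, near 3 SD of compounds lacking own fluorescence, cut at about 54% in these data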;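 also: plate controls were DMSO wells for no effect and 5 µM unlabelled arrestin peptide for full effect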
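Material – GST-tagged AP2 beta2-adaptin appendage (R879A) on 4 µm glutathione beads · Probe or stimulus – fluorescein-tagged arrestin peptide at 50 nM final · Timing – 12 min plus 1 h, RT · Detection – bead flow cytometry, FITC channel · Read-out basis – inhibition as reduced fluorescein signal on beads, percent · Medium – PBS plus Tween 20 (0.05%) and BSA (0.1%)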
LANA DNA inh = KSHV C-LANA DNA binding inhibition. MBP-C-LANA/FAM-LBS DNA binding, fluorescence polarization. inhibition, % at 9 µM. 340,000 tested, 0.078% active. AID 504423;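 active = highest replicate inhibition at or above 60% at 9 µM, even if other replicates fall short; inactive = all replicates below 60% inhibition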;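 also: 0% = neutral control wells and 100% = 4 µM acridine orange control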
Numbers without * were called inactive; · = no result given; & = joins results of further samples. Only part of the results is shown. The share of hits here may be higher or lower than overall.

Screens in order – CAL PDZ FP-1, NSD2 inh, RTF Ca sens inh, Pemphigus Ab inh, DAGLB inh, CAL PDZ FP-2, V-ATPase pH, Keap1-Nrf2 PPI, Arr AP2 block, LANA DNA inh
(1) O=[N+]([O-])c1cc2c(c(CSc3nnnn3-c3ccc(O)cc3)c1)OCOC2
  ·, 0, -1, 97, 1, -1.2, 5, 0, 0, -1.1
(2) CC(C)c1nc(CNC(=O)c2ccc(OC3CCN(Cc4ccccn4)CC3)cc2)cs1
  -4, 0, 0, 98, -1, -3.6, -1, -2, -15, 0.9
(3) O=C(Cn1c(=O)c2sccc2n(Cc2cccc([N+](=O)[O-])c2)c1=O)NCCc1ccccc1
  -2, 4, 2, 102, 1, -0.5, -1, -2, -15, 0.6
(4) Cc1ccc(S(=O)(=O)N(Cc2ccc(Cl)cc2)c2ccccc2C(=O)O)cc1
  -16, -1, -4, 107, 2, -1.4, -3, 1, 14, -1.9
(5) Cc1c(C)c2cc(Cl)c(OCc3nn[nH]n3)cc2oc1=O
  -7, 2, 0, 95, 2, -1.5, -1, -2, -3, -1.3
(6) O=C(COC(=O)Cc1n[nH]c(=O)c2ccccc12)Nc1ncc(Cl)cc1Cl
  1, 0, -5, 104, 2, -0.1, 7, -7, -3, 2.0
(7) O=S(=O)(c1ccc(NCCOc2ccccc2)nc1)N1CCCC1
  -1, 3, -7, ·, -3, -0.7, -1, 6, 18, 1.0
(8) Cc1c(Cl)c([N+](=O)[O-])nn1Cc1ccc(C(=O)N/N=C\c2cccc(Br)c2)o1
  0, 0, -1, 103, 0, -0.3, 0, -1, 7, 0.7
(9) Cn1c(CSc2ncccn2)nnc1SCC(=O)N1CCCCCC1
  ·, -2, -7, 103, 1, -0.4, -1, 0, 8, -0.5
(10) CCc1nc(N)nc(N)c1-c1ccc(Cl)cc1
  3, ·, 5, 97, 5, -1.0, -1, 5, 5, 0.4
(11) CC(C)c1nnc(SCC(=O)NCc2ccc3c(c2)OCO3)n1C
  -1, -3, 2, ·, 1, 0.4, -3, 4, -3, 1.7
(12) CCN(CC(=O)Nc1cc(Cl)ccc1C)C(=O)c1nc2nc(C)cc(C)n2n1
  -3, -1, 2, 108, -1, -2.5, -3, -6, -6, 0.0
(13) O=C(c1ccc(Cl)c([N+](=O)[O-])c1)N1CCN(S(=O)(=O)c2ccc(Cl)cc2)CC1
  -4, 0, -3, ·, -3, -0.3, 2, -2, 0, 1.0
(14) CCOC(=O)c1c(C)nc2sc(C(=O)Nc3ccc(C(C)=O)cc3)c(N)c2c1-c1ccc(OC)cc1
  1, -13, -7, 104, 1, -1.6, 7, -2, 5, -0.8
(15) COc1ccc(Cn2cc3c(-c4ccc(F)cc4)nnc-3c3cc(OC)c(OC)cc32)cc1
  ·, ·, -1, 101, 5, 7.8, 0, -4, 10, 0.2
(16) CC1CC(C)(C)NC(C)c2ccccc21 (configuration not stated)
  14, -2, -5, 107, -2, 0.3, -1, -4, 25, 0.3
(17) O=C1/C(=C/c2ccco2)Cc2ccccc21
  -1, 8, -1, 102, -2, -0.8, 1, -7, 23, 0.7
(18) COC(=O)[C@H]1[C@@H](C)N(Cc2ccccc2)C(=O)N[C@H]1c1cccc(C(F)(F)F)c1
  3, ·, -5, 101, 1, -1.0, -1, -1, 24, -3.7
(19) CCc1nc(N)nc(N)c1-c1ccc(Cl)c(N=[N+]=[N-])c1
  -4&-3, -4&0, 0&-6, 89&95, 1&-5, -0.4&0.1, -3&-3, -2&0, 7&20, 0.4&1.5
(20) C#CCOCCOCCOCCNc1nc(N2CCN(C(=O)CCCCCCCCCCNC(=O)[C@@H](CCSC)n3cc(CCO)nn3)CC2)nc(N2CCN(C(=O)CCCCCCCCCCNC(=O)[C@H](CCSC)n3cc(CCO)nn3)CC2)n1
  2, ·, 3, 109, 1, 0.1, 7, -5, -1, -1.7
(21) CNc1ccc(Br)cc(C(=O)/C=C/c2cccc(OC)c2OC)c1=O
  -3, 51*, -6, 89, 5, -0.6, -3, -7, 47, 2.8
(22) COc1ccc(CC(=O)NCc2nnc(SCC(=O)c3ccc(OC)cc3)n2C)cc1
  -2, -2, 2, 108, 0, -1.4, -2, -2, 8, -0.1
(23) Cc1noc(C(=O)N(C)c2ccccc2)c1Cl
  -5, -2, -1, 107, 1, 0.6, 1, -1, -9, 14
(24) Cn1c(C2=C(O)CN(c3ccc4c(c3)OCCO4)C2=N)nc2ccccc21
  4, -1, 1, 111, -4, -2.0, 3, -2, 21, 0.9
(25) COc1cccc(C(=O)NCC(=O)NCc2cc(=O)n(C)c(=O)n2C)c1
  0, -4, 0, ·, 2, 0.4, 4, -5, -10, -0.7
(26) CN1CCC(=NNC(=O)COc2ccc(Cl)cc2)CC1
  4, -2, -7, 97, 0, 0.7, -5, 1, 15, 1.5
(27) COc1cccc(OCc2nc3ccccc3c(=O)n2N)c1
  ·, 3, -3, 96, -5, -0.3, 1, 0, -3, 0.2
(28) CCOC(=O)c1ccccc1NC(=O)COC(=O)C1CCN(S(=O)(=O)c2ccccc2C(=O)OC)CC1
  -3, -3, 3, 95, -4, -1.7, -1, 1, -3, 2.5
(29) CCOC(=O)CSc1nc2cc(C)cc(C)c2cc1C#N
  ·, -4, 3, 100, -5, -0.8, 1, -3, -2, 0.0
(30) Cc1ccc(C)c(N2CCN(S(=O)(=O)c3ccc4c(c3)CCN4C(=O)CCC(=O)O)CC2)c1
  -6, ·, -5, 102, 0, -0.4, 3, -1, -6, 1.1
(31) CS(=O)(=O)c1ccc(C(=O)OCC(=O)NC23CC4CC(CC(C4)C2)C3)cc1[N+](=O)[O-]
  -3, 4, 2, 96, -14, -0.1, 5, 1, -2, -1.4
(32) Cc1c(C(=O)NCc2cccnc2)oc2ccc(S(=O)(=O)N3CCC4(CC3)OCCO4)cc12
  -4, 0, 7, 80, 4, -1.9, -8, 0, 5, 1.7
(33) CCCCNC(=O)c1ccc2c(c1)N(C)C(=O)c1ccccc1S2
  -7, -1, -8, 103, 0, -0.2, 1, 2, -23, 2.1
(34) CC(NC(=O)NC1CCCCC1)C(c1cccs1)N1CCN(c2ccccc2)CC1 (configuration not stated)
  ·, ·, -3, 98, -6, -0.8, 1, -4, -5, -1.6
(35) COc1cccc(-n2c(C)c(C(C)=O)c(C(C)=O)c2C)c1
  2, 4, 2, 92, 2, -1.5, 1, 4, -8, -0.1
(36) CCOc1ccccc1NC(=O)COC(=O)Cc1ccc(-c2ccccc2)cc1
  -3, -3, -19, 86, -7, -3.0, 0, -1, 2, 1.1
(37) CCn1c(C)nc2cc(C#N)ccc21
  -1, -3, 2, ·, -1, -0.5, -4, ·, -18, ·
(38) Cc1cccc(Nc2ncnc3nc[nH]c23)c1
  ·, ·, -4, 105, 0, -1.7, 2, -1, 4, 0.1
(39) Cn1c(/C(C#N)=C(\O)c2ccc([N+](=O)[O-])s2)nc2ccccc21
  -1, -1, -10, 101, -2, 0.6, -3, 0, -9, -0.1
(40) CC(C)[C@H]1COCCS(=O)(=O)N1Cc1ccccc1-c1cccc2c1oc1ccccc12
  -8, ·, -5, 95, -11, -0.6, -1, -2, -1, -0.2
(41) N#CC1(NC(=O)CN2C(=O)c3ccc([N+](=O)[O-])cc3C2=O)CCCCC1
  -1, 5, -1, 101, -2, -2.0, -2, -2, 37, 2.5
(42) COc1cc(-c2cc(C(=O)Nc3ccc(C)c(S(=O)(=O)N4CCOCC4)c3)c3ccccc3n2)cc(OC)c1OC
  -4, -1, -4, 119, -4, -1.6, 2, -6, 5, 1.4
(43) Nn1c(SCC(=O)NCc2ccc3c(c2)OCO3)nnc1C1CC1
  -5, -1, -13, ·, 2, -1.4, -4, 1, 9, -0.5
(44) CCC(CC)C(=O)N1CCN(Cc2ccc3c(c2)OCO3)CC1
  -2, 7, -6, 97, -4, -1.7, 1, -6, 4, -1.1
(45) CCOC(=O)C1CCN(C(=O)CNC(=O)c2nn(-c3ccc(OC)cc3OC)c(=O)c3ccccc23)CC1
  -1, -4, 0, ·, -2, -2.2, 2, 0, 22, -1.6
(46) CSCCn1c(C(C)(C)C)cc(C(=O)O)c1C
  ·, 3, 0, 109, -2, -0.6, -5, 0, 47, 0.6
(47) COc1ccc(-c2cc(C(F)(F)F)nc(SCC(=O)N(C)Cc3cnn(C)c3C)n2)cc1OC
  -1, 1, 1, 100, -1, -0.1, -2, -5, -2, 0.2
(48) CNC(=O)c1ccc(S(=O)(=O)c2ccc(Cl)cc2)c(NC(C)=O)c1
  8, -3, -2, 103, -4, -1.4, -1, -3, 4, -1.4
(49) COc1ccc(Cl)cc1NC(=O)CSc1nc(Nc2ccccc2)nc(N2CCOCC2)n1
  -1, -3, -7, 100, -8, -3.1, 1, -6, -1, 0.8
(50) COc1ccc(/C=C/c2nc3ccccc3n2Cc2ccc(OC)c(OC)c2)cc1
  -3, -1, 3, 76, -4, -1.0, 0, -2, -5, 0.3
(51) COc1ccc(S(=O)(=O)N2CCOCC2)cc1NC(=O)c1cccc2c(=O)c(C)c(-c3ccccc3)oc12
  -6, -2, 0, 83, -1, -6.2, 0, -2, 6, -1.0
(52) Cc1ccc(C2=NCCn3c2c2ccc([N+](=O)[O-])cc2[n+]3[O-])cc1
  -2, ·, 1, 106, 1, 1.2, 3, -2, 33, -0.8

Ordered by value in CAL PDZ FP-2 (lowest first): three from the list above.
no.	compound	CAL PDZ FP-1	NSD2 inh	Pemphigus Ab inh	DAGLB inh	CAL PDZ FP-2	V-ATPase pH	Keap1-Nrf2 PPI	Arr AP2 block	LANA DNA inh
42	COc1cc(-c2cc(C(=O)Nc3ccc(C)c(S(=O)(=O)N4CCOCC4)c3)c3ccccc3n2)cc(OC)c1OC	-4	-1	119	-4	-1.6	2	-6	5	1.4
37	CCn1c(C)nc2cc(C#N)ccc21	-1	-3	·	-1	-0.5	-4	·	-18	·
33	CCCCNC(=O)c1ccc2c(c1)N(C)C(=O)c1ccccc1S2	-7	-1	103	0	-0.2	1	2	-23	2.1

A stretch from further up:
Screens in order – CAL PDZ FP-1, NSD2 inh, RTF Ca sens inh, Pemphigus Ab inh, DAGLB inh, CAL PDZ FP-2, V-ATPase pH, Keap1-Nrf2 PPI, Arr AP2 block, LANA DNA inh
(31) CS(=O)(=O)c1ccc(C(=O)OCC(=O)NC23CC4CC(CC(C4)C2)C3)cc1[N+](=O)[O-]
  -3, 4, 2, 96, -14, -0.1, 5, 1, -2, -1.4
(32) Cc1c(C(=O)NCc2cccnc2)oc2ccc(S(=O)(=O)N3CCC4(CC3)OCCO4)cc12
  -4, 0, 7, 80, 4, -1.9, -8, 0, 5, 1.7
(33) CCCCNC(=O)c1ccc2c(c1)N(C)C(=O)c1ccccc1S2
  -7, -1, -8, 103, 0, -0.2, 1, 2, -23, 2.1
